Assay outcomes (PubChem)
mHTT CaM bind: mHTT-calmodulin interaction abrogation; P42858; AlphaScreen His-mHTT/GST-CaM binding, luminescence; inhibition, % at 15 µM; hit rate 3.6% among 190,000;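 note: 0% = both proteins with DMSO and 100% = one protein alone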
Pf apPOL inh: Pf-apPOL DNA polymerase inhibition | Recombinant Pf-apPOL, molecular beacon fluorescence, 1.5 h | inhibition, % at 10 µM | hit rate 0.25% among 210,000 | AID 1794808
Active calls of the source: *; nt = no result given; & = joins results of further samples. Cut-off read from the data, not from the text of the source: active = inhibition above about 50%; inactive = the rest.

entry	SMILES	mHTT CaM bind	Pf apPOL inh
1	CCCNc1cc(N2CCCC(CCC(=O)NCc3c(C)nn(C)c3C)C2)ncn1 (stereo not given)	0	-9
2	Cc1cc(NC(=O)CNC(=O)c2ccccc2)sn1	-2	3
3	CS(=O)(=O)N(Cc1ccc(C(=O)NCc2ccco2)cc1)c1ccccc1	-2	7
4	CCOC(CNC(=O)C(Cc1ccccc1)NC(C)=O)OCC (stereo not given)	nt	-11
5	C=CCN=Cc1c(NCC=C)nc2ccccn2c1=O	15	3
6	COc1ccc(C=C2SC(=S)N(C(CC(=O)O)C(=O)O)C2=O)c(OC)c1 (stereo not given)	4	-5
7	CC(CC(=O)Nc1nc2c(s1)CCCC2)c1ccccc1 (stereo not given)	6	-2
8	CCOc1ccc(NS(=O)(=O)c2ccc(N=Cc3ccc(N(C)C)cc3)cc2)cc1	0	-10
9	O=C1NN(c2ccccc2)C(=O)/C1=C/c1ccc(F)cc1	7	-6
10	CC(Oc1ccc(Cl)cc1)C(=O)N1CCn2cnnc2C1 (stereo not given)	-8	-2
11	O=C(NC(=S)Nc1ccccc1Cl)c1ccccc1	nt	-5
12	Brc1ccc(C2Oc3ccccc3C3CC(c4cccs4)=NN32)o1 (stereo not given)	100*	-57
13	Cc1ccsc1C(=O)N1CCc2c(c(-c3nc(Cc4ccccc4)no3)nn2C)C1	6	3
14	CC(=O)Nc1cccc(-c2nc3ccc(C)cc3o2)c1	4	-2
15	COC(=O)C1=C(C)NC2=C(C(=O)CCC2)C1c1ccc(-c2ccsc2C(=O)OC)o1 (stereo not given)	nt	2
16	O=C(Nc1ccc(F)cc1F)C1CCN(c2ccncc2)CC1	-12	0
17	CCOc1ccc(NC(=O)c2ccc(I)o2)cc1	-5	-6
18	Cc1c(S(=O)(=O)N2CCN(C3c4ccccc4-c4ccccc43)CC2)cnn1-c1ccccc1	nt	2
19	FC(F)(F)c1cnc(NCCNc2cnc3ccccc3n2)c(Cl)c1	nt	-4
20	COc1cccc(C2CC(c3ccc(C)c(C)c3)Nc3ncnn32)c1OC (stereo not given)	53*	-2

Brought forward from above: 5 entries, followed by the next part.
entry	SMILES	mHTT CaM bind	Pf apPOL inh
16	O=C(Nc1ccc(F)cc1F)C1CCN(c2ccncc2)CC1	-12	0
17	CCOc1ccc(NC(=O)c2ccc(I)o2)cc1	-5	-6
18	Cc1c(S(=O)(=O)N2CCN(C3c4ccccc4-c4ccccc43)CC2)cnn1-c1ccccc1	nt	2
19	FC(F)(F)c1cnc(NCCNc2cnc3ccccc3n2)c(Cl)c1	nt	-4
20	COc1cccc(C2CC(c3ccc(C)c(C)c3)Nc3ncnn32)c1OC (stereo not given)	53*	-2
21	Fc1cccc(Cl)c1CSc1ccccc1C1=NCCCN1	nt	-18
22	CC1=C(C#N)C(=O)NC(=O)/C1=C\c1ccc(-c2ccc(C(=O)O)c(Cl)c2)o1	9	-1
23	COc1ccc2nc(N3CCC(C(=O)NCc4ccccn4)CC3)sc2c1	7	-10
24	Cc1ccc(CN2C(=O)NC3(CCN(C(=O)c4cccc(C)c4)CC3)C2=O)cc1	7	-6
25	O=c1[nH]c(SCc2cccc(F)c2)nc2c1cnn2-c1ccc(F)cc1	1	-2
26	CCOc1ccc(NC(=O)c2cc3cc4ccc(Cl)cc4nc3o2)cc1	-7	1
27	Cc1nc(C(=O)NCc2ccncc2)c(C)n1C1CCN(S(C)(=O)=O)CC1	1	-7
28	Cn1c(SCC(=O)N2CCOCC2)nnc1-c1ccc(=O)n(C)c1	-8	-8
29	COc1ccc(Br)c(C(=O)N(CCc2cccs2)C2CC2)c1	-19	-6
30	NC(=NOC(=O)C=Cc1csc([N+](=O)[O-])c1)c1cc(C(F)(F)F)cc(C(F)(F)F)c1	nt	-5
31	COc1ccc(NC(=O)CCC2CCCN(c3cc(NC4CC4)ncn3)C2)cc1OC (stereo not given)	23	-8
32	O=S(=O)(CCc1ccccc1)NCC1CCN(Cc2ccco2)CC1	-9	-5
33	CCCCOCC1CN(CCCC)S(=O)(=O)c2c(Oc3ccc(SC)c(C)c3)cccc2O1 (stereo not given)	-10	-3
34	O=C1c2ccccc2C(=O)C1(c1ccccc1)C(C[N+](=O)[O-])c1ccc2c(c1)OCO2 (stereo not given)	0&7	-3&4
35	Cc1ccc(C2CC(C(F)(F)F)n3nc(C(=O)N4CCOCC4)cc3N2)cc1 (stereo not given)	10	-5
36	O=C(NCCCCc1ccccc1)c1cccs1	-15	-7
37	O=[N+]([O-])c1cc(N=Cc2nc(-c3ccccc3)oc2O)ccc1Cl	4	0
38	Cc1ccc(CNS(=O)(=O)c2ccc3[nH]c4c(c3c2)CCCCC4)cc1	10	-10
39	CC(C)C(=O)Nc1ccc(NC(=O)c2cccc(I)c2)cc1	0	-5
40	C1=CCC(CN2CCOCC2)CC1 (stereo not given)	2	-3
41	O=C(c1ccco1)N1CCN(C2=NS(=O)(=O)c3ccccc32)CC1	0	1
42	O=C(CC1CCCCC1)Nc1c2c(nn1-c1ccc(F)cc1)CS(=O)C2 (stereo not given)	-3	-2
43	O=C(c1ccoc1)N1CCC(c2cc(-c3ccccc3)n[nH]2)CC1	4	-4
44	Cc1ccc(NC(=O)c2cc3n(n2)CCCN(Cc2ccccc2)C3=O)c(C)c1	-11	-1
45	Cc1ccnc(N2CCC(C(=O)NCc3cccc(F)c3)CC2)n1	0	1
46	CN(C)S(=O)(=O)c1cc(C(=O)Nc2cccc(C(F)(F)F)c2)c(Cl)cc1Cl	1	-5
47	Cc1[nH]n(-c2cccc(Cl)c2)c(=O)c1C=Nc1ccc(Cl)cc1Cl	7	-4
48	Cc1ccc(Cn2ccc(NC(=O)CCC(=O)O)n2)cc1	-2	-4
49	O=C1CCNCCN1[C@H](CO)Cc1ccccc1	6	2
50	CCOc1ccccc1CNC(=O)C1CCN(c2cncnc2N2CCCCC2)CC1	19	0
51	Cc1noc(C)c1CCC(=O)N1CCC(c2nc3ccncc3n2C(C)C)C1 (stereo not given)	6	8
52	COc1ccc(C2N3CC4(C)CN2CC(C)(C3)C4O)cc1OC (stereo not given)	-1	6
53	Cc1ccc(-n2nc(C)c3c2CC(c2ccco2)CC3=O)cc1 (stereo not given)	-3	0
54	O=c1oc2ccccc2cc1-c1csc(-c2cc3cccc([N+](=O)[O-])c3oc2=O)n1	-2	0
55	Cc1cc(C)c(NC(=O)CN2C(=O)NC3(CCCCC3)C2=O)c(C)c1	5	2
56	O=C(NNC(=O)c1cccs1)c1ccc(Br)o1	3	nt
57	Cc1cccc(C)c1NC(=O)COc1ccccc1C(=O)Nc1ccc(Br)cn1	0	-3
58	COc1ccc(C2C(C(=O)Nc3ccc(C)cn3)=C(C)NC3=C2C(=O)CCC3)cc1 (stereo not given)	-3	-86
59	O=C(NCC(F)(F)F)C1CCN(C(=O)NCc2cccs2)CC1	-14	-1
60	COc1cc(NC(=O)c2ccc(OCc3ccccc3)cc2)c(OC)cc1Cl	-7	-8
61	COCC(C)(O)CNC(=O)c1cc(Cl)ccc1Cl (stereo not given)	-16	-5
62	CSc1ccccc1NC(=O)C1CC(=O)N(c2ccc3c(c2)CCN3C(=O)C2CC2)C1 (stereo not given)	4	-4
63	O=C(NCc1ccccc1)C1CCN(c2ncnc3c2oc2ccccc23)CC1	0	1
64	CS(=O)(=O)N(CC(=O)N1CCC(Cc2ccccc2)CC1)c1cccc([N+](=O)[O-])c1	15	-1
65	N#CC1=C(N)OC2=C(C(=O)CCC2)C1c1cc(Br)ccc1F (stereo not given)	7	0
66	Cc1oc(C2CCC2)nc1C(=O)N1CCCCC1c1cccnc1 (stereo not given)	16	2
67	Cc1cc(C)c(S(=O)(=O)Nc2ccc(CC(=O)N3CCC(O)CC3)cc2)c(C)c1	-16	-6
68	Cc1cccc(NC(=O)Cn2nnc(C(=O)NCc3cccs3)c2N)c1C	-1	-2
69	O=C(Nc1ccccc1)c1csc2ccc(Cl)cc12	nt	4
70	COc1ccc(C(=O)N2CCC3(C2)NCc2ccccc2NC3=NC2CCCC2)cc1F (stereo not given)	14	-2
71	CSc1ccccc1NC(=O)CCn1c(=O)oc2ccccc21	-12	-4
72	COc1ccc(-c2ncn(CC(=O)NN)c2[N+](=O)[O-])cc1	2	33
73	O=C(Nc1cc(F)c2[nH]c(=O)ccc2c1)c1cccc(F)c1	-4	4
74	Cc1c(NS(=O)(=O)c2ccccc2)cc(C(C)C)c(O)c1Cl	-8	-13
75	C/C(=C\c1ccccc1)CN1CCC(C(=O)N2CCCC2)CC1	-6	7
76	O=C(Nc1ccccc1)C1CC(=O)N(c2ccc3c(c2)CCN3C(=O)C2CC2)C1 (stereo not given)	7	-1
77	Cc1ccccc1S(=O)(=O)Nc1cc(Cl)c2oc3c(c2c1)C(=O)CCC3	-6	2
78	Cc1cccc(OCc2nc(C#N)c(NCc3cccnc3)o2)c1	12	2
79	CC(=O)c1c(NC(=O)Cc2ccccc2)nc(C)nc1-c1ccccc1	7	2
80	COc1ccc(Cl)cc1S(=O)(=O)N1CC(C)OC(C)C1 (stereo not given)	-7	1

The final 5 records of the part above are carried over, then new ones follow:
entry	SMILES	mHTT CaM bind	Pf apPOL inh
76	O=C(Nc1ccccc1)C1CC(=O)N(c2ccc3c(c2)CCN3C(=O)C2CC2)C1 (stereo not given)	7	-1
77	Cc1ccccc1S(=O)(=O)Nc1cc(Cl)c2oc3c(c2c1)C(=O)CCC3	-6	2
78	Cc1cccc(OCc2nc(C#N)c(NCc3cccnc3)o2)c1	12	2
79	CC(=O)c1c(NC(=O)Cc2ccccc2)nc(C)nc1-c1ccccc1	7	2
80	COc1ccc(Cl)cc1S(=O)(=O)N1CC(C)OC(C)C1 (stereo not given)	-7	1
81	CCOc1ccccc1OCCOc1ccccc1C(C)=O	-10	8
82	Cc1cccc(NC(=O)c2ccnc(-c3ccsc3)c2)c1	0	1
83	CSCCC(NC(=O)C1CCC(C)CC1)C(=O)Nc1ccncc1 (stereo not given)	2	-16
84	COc1ccc(-c2noc(C3CCCN3C(=O)Nc3ccc(F)c(Cl)c3)n2)cc1 (stereo not given)	-8	-2
85	CC(=O)N(C)c1ccc(NS(=O)(=O)c2ccc([N+](=O)[O-])cc2)cc1	3	-7
86	O=S(=O)(Nc1ccc(F)c(F)c1)c1ccc(F)cc1	nt	-5
87	CCCCOc1ccccc1NC(=O)CC1Sc2ccc(C(F)(F)F)cc2NC1=O (stereo not given)	-2	1
88	CCOc1ccc(-c2nc(Cn3nnc(C(=O)Nc4ccccc4OC)c3C)c(C)o2)cc1	-8	-8
89	Cc1ccc(C2=NN(CCC(=O)NCc3ccccc3Cl)C(=O)CC2)cc1	20	-16
90	O=C(CCOc1ccc(F)cc1)N1CCSCC1	nt	-11
91	COc1cccc(NC(=O)Cc2ccccc2)c1	-7	1
92	COc1ccc(CNC(=O)C2CC(c3ccccc3OC)=NO2)cc1 (stereo not given)	0	-5
93	Cc1cc(C)c(C)c(S(=O)(=O)N2CCN(C)CC2)c1C	-4	-3
94	C=CCOC(=O)COc1ccc2c(-c3cc4ccccc4oc3=O)cc(=O)oc2c1	4	-3
95	CC(=O)C1=C(O)C(=O)N(c2ccc(Br)cn2)C1c1ccccc1[N+](=O)[O-] (stereo not given)	8	0
96	O=C(CN1CCC(c2nc(-c3ccccc3)no2)CC1)Nc1ccc(F)cc1	1	1
97	O=C(Nc1cccc2nsnc12)c1ccccc1[N+](=O)[O-]	0	-50
98	Cc1cc(C(=O)NCc2ccc(N3CCOCC3)cc2)nn1C	nt	4
99	CCNc1cc(N2CCCC(CCC(=O)NCc3ccccc3OC)C2)ncn1 (stereo not given)	5	-3
100	COCCCN1COc2ccc3c(=O)c(Oc4ccc(OC)cc4)c(C(F)(F)F)oc3c2C1	11	-1
101	Fc1ccccc1-c1nc(N2CCOCC2)c2ccccc2n1	-4&-2	6&-6
102	CCOc1ccc(C(=O)Nc2ccc(Cl)cc2F)cc1	0	2
103	Cc1ccc(CNC(=O)N2CCC(N3CCN(Cc4cccc(C)c4)C3=O)CC2)cc1	2	1
104	COc1ccccc1/C=C/C=c1\sc2nc(-c3cccs3)nn2c1=O	10	-4
105	COc1ccc(N2CN=C3SC(CO)(CO)C(=O)N3C2)cc1	8	16
106	CCOc1ccc(N(CC(=O)Nc2ccc(C)cc2C)S(C)(=O)=O)cc1	-3	3
107	CCOC(=O)N1CCC2(CC1)N=C(c1ccc(F)cc1)CC(c1cccc(OC)c1O)N2 (stereo not given)	19	-2
108	O=C1OC(c2cccc(Cl)c2Cl)=N/C1=C\c1ccccc1	4	-2
109	O=C(O)C1Cc2c([nH]c3ccccc23)C(c2coc3ccccc3c2=O)N1 (stereo not given)	nt	-3
110	O=C(Nc1ccccc1Cl)Nc1ccccc1NC(=O)c1ccsc1	-9	-4
111	CC(C)OCCCNC(=O)C1CCCN(c2ncnc3c2nc2n3CCCCC2)C1 (stereo not given)	5	-2
112	O=C(CN1CCN(c2ccc(Cl)cc2)CC1)Nc1ccc(Cl)c(C(F)(F)F)c1	51*	-2
113	O=C1Nc2cc(Cl)c(Cl)cc2N(O)N1c1cccc(Br)c1	0	-5
114	O=C(c1ccccc1Br)N1CCN(c2ccc(-n3cccn3)nn2)CC1	14	-13
115	COCC(C)NC(=O)c1c(-c2c(Cl)cccc2Cl)noc1C (stereo not given)	1	0
116	CCc1cc(C2CCCN2Cc2ccc(F)c(F)c2)on1 (stereo not given)	-6	1
117	Cc1cc(C2CCCN2C(=O)Nc2ccccc2F)on1 (stereo not given)	1	3
118	CNC(=O)C1CN(C(=O)c2n[nH]c3ccccc23)CC12CCCC2 (stereo not given)	2	3
119	Cc1nn(-c2ccc(Cl)cc2)c2nc(N3CCCC(C(=O)NC(C)C)C3)sc12 (stereo not given)	-3	-2
120	Cc1noc(NS(=O)(=O)c2ccc(NC(=O)c3ccc([N+](=O)[O-])cc3)cc2)c1C	1	4
121	CC1C(=O)N(c2ccccc2Cl)CCN1C(=O)c1cccc(Cl)c1 (stereo not given)	-8	-6
122	CN1CCN(Nc2ncc([N+](=O)[O-])c(N)n2)CC1	-10	-2
